Pf gametocyte = P. falciparum stage V gametocyte viability inhibition | P. falciparum stage V gametocytes, ATP luminescence, 24 h | inhibition, % at 10.9 µM | hit rate 0.065% among 150,000;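 active = inhibition above the mean plus 3 SD of compounds within the control limits, set per campaign, cut at about 38% in these data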;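 note: 0% = DMSO wells and 100% = medium only without gametocytes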
Rab7 wt GTP bind = alters GTP binding to wildtype dog Rab7; GST-Rab7 beads, fluorescent GTP binding, flow cytometry; actives lie on both sides; untreated = 100%, excess cold GTP = 0%; GTP binding activity (percent of control), % at 10 µM; hit rate 0.055% among 190,000; AID 758;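 active = fluorescent GTP binding to Rab7 beads changed by at least 20 points from the 100% baseline, either direction, mostly lower; inconclusive = compound itself probably fluorescent, or too few beads counted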;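 note: median green fluorescence of bound Bodipy-FL-GTP per Rab7 bead population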
HRas wt GTP = changes GTP binding to wildtype human HRas | hit rate 0.14% among 190,000 | P01112 | GST-Ras wt beads, Bodipy-FL-GTP binding, flow cytometry; actives lie on both sides | GTP binding activity, % at 10 µM;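 active = GTP binding activity at least 20% away from the 100% baseline, either lowered as inhibitor or raised as activator; inconclusive = flagged as likely green fluorescent, judged across all proteins in the well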;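 note: 0% = unlabeled GTP competition control and 100% = no-compound control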
Target sequence (P01112 whole entry, looked up): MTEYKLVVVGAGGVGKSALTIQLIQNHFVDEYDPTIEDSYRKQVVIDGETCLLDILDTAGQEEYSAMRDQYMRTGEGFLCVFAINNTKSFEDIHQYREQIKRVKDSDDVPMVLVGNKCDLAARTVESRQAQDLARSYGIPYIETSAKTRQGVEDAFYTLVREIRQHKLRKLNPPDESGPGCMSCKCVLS
Cdc42 wt GTP = changes GTP binding to wildtype human Cdc42. P60953. GST-Cdc42 beads, Bodipy-GTP binding, flow cytometry; actives lie on both sides. percent activity (GTP binding), % at 10 µM. hit rate 0.2% among 190,000;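 active = percent activity GTP binding at least 20 points away from the 100% baseline, either down as inhibitor or up as activator; inconclusive = compound flagged as likely green fluorescent from well-wide comparison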;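 note: median bead fluorescence of bound Bodipy-FL-GTP at 100 nM; 0% = excess unlabeled GTP control and 100% = no compound control; below 100% means less GTP binding so inhibitor and above means activator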
Target sequence (P60953 whole entry, looked up): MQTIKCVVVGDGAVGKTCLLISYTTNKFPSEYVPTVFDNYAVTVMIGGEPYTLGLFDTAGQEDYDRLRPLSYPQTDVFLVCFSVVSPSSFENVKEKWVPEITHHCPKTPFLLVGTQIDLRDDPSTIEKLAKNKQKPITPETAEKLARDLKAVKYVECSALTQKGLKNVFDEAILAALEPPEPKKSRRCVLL
Mcl1-Noxa inh = disrupts binding of human Mcl-1 to Noxa peptide; TR-FRET Mcl-1/Noxa peptide binding, 2 h; inhibition, % at 21.7 µM; Q07820; AID 1022; hit rate 1.5% among 220,000;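 active = compounds that cut the protein-peptide binding signal by more than 50% relative to plate controls in a single-dose test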;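 note: His-tagged Mcl-1 with rhodamine Noxa BH3 peptide and terbium anti-His antibody; 0% = Mcl-1 plus Noxa peptide wells and 100% = peptide-only wells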
Target sequence (Q07820 whole entry, looked up): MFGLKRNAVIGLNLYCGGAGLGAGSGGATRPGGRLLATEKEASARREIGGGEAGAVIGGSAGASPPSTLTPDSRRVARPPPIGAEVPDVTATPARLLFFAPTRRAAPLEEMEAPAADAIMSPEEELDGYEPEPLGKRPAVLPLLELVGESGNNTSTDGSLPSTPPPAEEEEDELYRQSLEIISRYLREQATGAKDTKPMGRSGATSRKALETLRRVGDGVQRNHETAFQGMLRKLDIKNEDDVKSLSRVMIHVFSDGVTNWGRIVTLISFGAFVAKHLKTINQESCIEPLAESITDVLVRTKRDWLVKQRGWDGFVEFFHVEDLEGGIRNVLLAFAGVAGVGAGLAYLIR
Bim-Mcl-1 = disrupts Bim peptide binding to human Mcl-1 | Q07820 | Bead-based flow cytometry, Bim peptide-Mcl-1 binding | inhibition, % at 10 µM | hit rate 0.1% among 190,000 | AID 1009; in the data active = inhibition above about 40%;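 note: 0% = no compound tracer wells and 100% = peptide blocker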
Mcl1 Bid PPI = disrupts binding of human Mcl-1 to Bid peptide; Q07820; TR-FRET Mcl-1/Bid-Dy647 peptide binding, 1536-well; inhibition, % at 21.7 µM; hit rate 0.97% among 220,000;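 active = compounds that cut the binding signal by more than half at the single screening dose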;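 note: His-tagged Mcl-1 with europium anti-His antibody binding Bid BH3 peptide; 0% = Mcl-1 plus peptide wells and 100% = peptide-only wells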
Rab2A wt mod = changes GTP binding to wildtype dog Rab2A, up or down. P61105. GST-Rab2 wt beads, Bodipy-GTP binding, flow cytometry. GTP binding activity, % at 10 µM. hit rate 0.19% among 190,000. AID 760;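 active = GTP binding activity at least 20 points away from 100%, either lowered or raised; inconclusive = signal likely due to the compound's own green fluorescence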;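 note: 0% = beads with excess unlabeled GTP and 100% = no-compound control corrected for plate trend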
Rac1 act GTP bind = alters GTP binding to activated mutant human Rac1; P63000; GST-Rac1 activated beads, fluorescent GTP binding, flow cytometry; actives lie on both sides; 100% means binding = to untreated wells; percent activity (GTP binding), % at 10 µM; hit rate 0.11% among 190,000; AID 764;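 active = GTP binding at least 20 percentage points away from the 100% baseline, in either direction, so actives lie on both sides; inconclusive = Compound likely fluorescent itself, or too few beads counted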
Avidin fluor = avidin bead compound fluorescence profile | Avidin beads, compound fluorescence 488/530 nm, flow cytometry; hits give high values | fluorescence (KMESF) at 10 µM | hit rate 0.38% among 220,000; in the data active = fluorescence above about 47; note: inactives centre near 10
Rac1 wt GTP bind = human Rac1 wildtype GTP binding, inhibitors and activators. P63000. GST-Rac1 beads, fluorescent GTP binding, flow cytometry; actives lie on both sides; 0 = cold GTP competed, 100 = untreated. GTP binding activity (% of control), % at 10 µM. hit rate 0.27% among 190,000. AID 757;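 active = GTP binding activity at least 20 points away from the 100% control level, either lower or higher; inconclusive = compound flagged as likely green fluorescent, judged across all proteins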
Active calls of the source: *; ? = inconclusive; / = not tested or not shown.

SMILES | Pf gametocyte | Rab7 wt GTP bind | HRas wt GTP | Cdc42 wt GTP | Mcl1-Noxa inh | Bim-Mcl-1 | Mcl1 Bid PPI | Rab2A wt mod | Rac1 act GTP bind | Avidin fluor | Rac1 wt GTP bind
O=c1cnn([C@@H]2O[C@H](CO)[C@@H](O)[C@H]2O)c(=O)[nH]1 | / | 95 | 100 | 100 | 26 | -1 | 9 | 97 | 101 | 6 | 99
CN(NC(=S)Nc1ccc(OC(F)F)cc1)C(=S)Nc1ccc(OC(F)F)cc1 | -10 | 98 | 99 | 103 | 17 | -3 | -22 | 98 | 99 | 10 | 103
CCSc1ccccc1C(=O)N=C1NC(=O)CC2C(=O)NCCN12 (centres undefined) | 12 | 98 | 99 | 104 | -2 | -7 | -11 | 102 | 98 | 11 | 101
Cc1cc(Cl)ccc1NC(=O)Cn1cncn1 | -8 | 107 | 98 | 96 | 7 | 1 | 0 | 99 | 94 | 10 | 98
CCC(=O)Nc1cc(NC(=O)CSc2nnc(C(C)C)n2CC)ccc1C | / | 101 | 104 | 106 | 2 | -3 | 3 | 105 | 101 | 6 | 106
CCOc1nc(-c2ccncc2)nc2ccccc12 | 17 | ? | ? | ? | 5 | -1 | 6 | ? | ? | 4 | ?
O=C(NCc1cccs1)C1CC(=O)N(c2ccc(Cl)cc2)C1 (centres undefined) | -13 | 104 | 100 | 98 | -26 | 3 | -9 | 100 | 98 | 5 | 101
COc1cc(-c2csc(N3CCOCC3)n2)cc(OC)c1OC | / | 106 | 105 | 110 | 17 | -6 | -69 | 105 | 103 | 7 | 111
Cn1c(=O)c(=O)n(C)c2cc(S(=O)(=O)N3CCCCC3)ccc21 | 0 | 100 | 100 | 104 | 0 | 2 | -19 | 100 | 99 | 11 | 108
CC(=O)Oc1ccc(C2C3=C(CC(C)(C)CC3=O)Nc3cc4c(cc32)OCCO4)cc1 (centres undefined) | 3 | 95 | 98 | 97 | -5 | -5 | -74 | 96 | 95 | 10 | 98
Cc1ccc(-c2nc3ccccc3c(=O)n2Cc2ccccc2)cc1 | / | 104 | 101 | 106 | -12 | -4 | -9 | 102 | 102 | 7 | 106
CCN(CC)S(=O)(=O)c1ccc(N2CCCCC2)c(NC(=O)/C(C#N)=C/c2ccc(OC)cc2)c1 | / | 102 | 102 | 100 | -9 | -2 | -20 | 102 | 101 | 3 | 102
CCOc1ccc(Nc2nc(Cc3nnc(SCC(=O)NC4CCCC4)n3C)cs2)cc1 | -17 | 100 | 100 | 100 | -17 | -1 | -29 | 101 | 101 | 36 | 104
CCC(C)NC(=O)CSc1ncnc2sccc12 (centres undefined) | 15 | 103 | 101 | 100 | 13 | -2 | -29 | 102 | 94 | 9 | 97
CC(C)=NNc1nc(-c2ccccc2)c(C)s1 | 14 | 94 | 94 | 98 | 19 | -2 | -25 | 94 | 94 | 8 | 100
COc1ccc(/C=N/c2oc(-c3ccccc3)cc2C#N)cc1 | 12 | 98 | 98 | 101 | 1 | 2 | -37 | 96 | 97 | 44 | 101
Cc1cccc(C)c1NC(=O)C1CCCNC1 (centres undefined) | / | 96 | 98 | 100 | 6 | -3 | -15 | 97 | 98 | 2 | 101
O=C(COC(=O)c1c2c(nc3ccccc13)CCCCC2)c1ccc(Cl)s1 | / | 98 | 99 | 98 | -5 | -4 | -24 | 99 | 99 | 11 | 103
Cc1cccc(C(C#N)c2ccc(Cl)nn2)c1 (centres undefined) | 10 | 106 | 101 | 99 | -4 | -1 | -8 | 100 | 97 | 13 | 100
CC(=O)NCCNC(=O)CNC(=O)c1ccc(Cl)cc1 | -29 | 100 | 99 | 99 | 3 | -4 | 11 | 101 | 99 | 14 | 100
CN(C(=O)c1ccncc1)c1nnc(-c2cnccn2)s1 | / | 101 | 100 | 99 | 1 | -1 | 4 | 99 | 98 | 13 | 102
O=C(OCC(=O)N1CCN(Cc2ccccc2)CC1)c1ccc(Cl)cc1 | / | 96 | 98 | 100 | 1 | -2 | -9 | 98 | 94 | 9 | 101
COC(=O)c1cccc(C(=O)Nc2cnc3ccccc3c2)n1 | / | ? | ? | ? | -6 | 5 | -10 | ? | ? | 5 | ?
CC1(C)CN=C(NC2CCCCC2)S1 | / | 99 | 99 | 104 | -16 | 5 | -23 | 98 | 98 | 6 | 102
COc1cccc(-c2cc(C(=O)Nc3ccc(OC)c(OC)c3)no2)c1 | 16 | 102 | 103 | 102 | 3 | 0 | -15 | 100 | 100 | 18 | 103
CC1C(=O)N(c2ccc(S(=O)(=O)N(C)C)cc2)C1(/C=C/c1ccccc1)C(=O)NC1CCCC1 (centres undefined) | -36 | 98 | 100 | 99 | 3 | -1 | -21 | 97 | 98 | 5 | 105
CONc1nc2nonc2nc1NOC | 6 | 96 | 99 | 104 | -4 | -4 | 5 | 99 | 98 | 11 | 105
O=C1CC(c2cccnc2)c2cc3c(cc2N1)OCCO3 (centres undefined) | / | 97 | 98 | 102 | -9 | 0 | -16 | 99 | 101 | 6 | 103
COc1ccccc1NC(=O)CCSc1nnc(-c2ccncc2)o1 | / | 95 | 95 | 96 | 1 | 0 | -16 | 98 | 93 | 8 | 95
COc1ccc(C(=O)Nc2ccc(NC(=O)c3cccs3)cc2)cc1[N+](=O)[O-] | -2 | 97 | 100 | 104 | 35 | -4 | 21 | 98 | 98 | 9 | 101
CCS(=O)(=O)c1nc(S(=O)(=O)c2ccc(C)cc2)c(NCc2ccccn2)s1 | -4 | 92 | 93 | 92 | 0 | -4 | -14 | 95 | 97 | 6 | 96
COc1ccc(Cl)cc1NC(=O)Cn1nc(-c2ccc(C)cc2)n(C)c1=S | / | 103 | 103 | 102 | -9 | -3 | -19 | 102 | 102 | 3 | 105
Cc1cccc(C)c1NC(=O)CSc1ncnc2nc[nH]c12 | -12 | 94 | 97 | 101 | 10 | -6 | -13 | 97 | 99 | 10 | 100
Cc1ccc(/C=C/C(=O)NCc2cccs2)o1 | 9 | 95 | 96 | 99 | 6 | 1 | -14 | 94 | 93 | 14 | 99
O=C(Nc1cccnc1)c1cccc(F)c1 | 6 | 96 | 98 | 99 | 4 | 0 | -10 | 97 | 100 | 2 | 103
COc1cccc(CN2CCC(C(=O)N3CCN(c4ccccc4F)CC3)CC2)c1OC | / | ? | ? | ? | 25 | -7 | -2 | ? | ? | 6 | ?
O=C(Cc1cn2ccsc2n1)NCc1ccccc1 | 12 | 107 | 110 | 107 | 6 | -1 | -32 | 107 | 104 | 10 | 107
O=[N+]([O-])c1cc(C(F)(F)F)ccc1Sc1nccn1Cc1ccccc1 | / | 104 | 105 | 100 | -3 | -2 | -7 | 102 | 98 | 16 | 104
COc1ccc(C2C(C(=O)/C=C/c3ccco3)=C(O)C(=O)N2CCN2CCOCC2)cc1 (centres undefined) | 24 | 101 | 95 | 89 | 19 | 4 | -47 | 95 | 91 | 22 | 93
COc1ccc(NC(=O)c2cc(Cl)ccc2Cl)c([N+](=O)[O-])c1 | 1 | 101 | 98 | 98 | -3 | -3 | -41 | 97 | 94 | 3 | 100
COC(=O)c1oc2ccc(Cl)cc2c1N | / | 100 | 96 | 94 | -3 | 4 | -37 | 93 | 93 | 12 | 94
CCN(C(=O)c1ccc(S(C)(=O)=O)cc1)C12CC3CC(CC(C3)C1)C2 | 10 | 101 | 100 | 100 | 5 | -1 | -9 | 98 | 98 | 21 | 101
O=C(/C=C\c1ccc(-c2cccc([N+](=O)[O-])c2)o1)N1CCOCC1 | -17 | 94 | 98 | 97 | 8 | -1 | -10 | 95 | 95 | 8 | 98
CCOC(=O)C1CCN(Cc2cnc(Oc3ccc(N)cc3)s2)CC1 | 5 | 101 | 101 | 102 | 0 | 0 | -40 | 101 | 98 | 9 | 102
COc1ccc(F)cc1C(=O)C1CCCN(Cc2cccn2-c2ccccn2)C1 (centres undefined) | 0 | 96 | 99 | 99 | 5 | 0 | -33 | 98 | 96 | 9 | 99
COc1ccc(NC(=O)CCSc2ccc(C)cc2)cc1 | -17 | 98 | 98 | 99 | -3 | -2 | -4 | 98 | 97 | 1 | 101
COc1ccc(S(=O)(=O)N(CC(=O)NCCC(C)C)c2ccccc2)cc1OC | / | 107 | 99 | 100 | 6 | -3 | -27 | 101 | 95 | 8 | 100
Cc1ccc(S(=O)(=O)Nc2cccc3cccnc23)cc1 | -6 | 95 | 101 | 102 | -81 | -3 | -63 | 98 | 99 | 14 | 102
O=C(Cn1[nH]c(=O)c2ccccc2c1=O)NC1CCCCCC1 | 14 | 99 | 100 | 99 | 1 | 1 | -8 | 99 | 98 | 9 | 101
CN1CCN(C(CNS(=O)(=O)c2ccc(F)cc2)c2cccnc2)CC1 (centres undefined) | -4 | 101 | 99 | 104 | -8 | -3 | 11 | 101 | 100 | 23 | 103
COC(=O)C1CCCN1C(=O)COc1ccc(Cl)cc1Br (centres undefined) | 4 | 98 | 99 | 100 | -3 | -1 | -5 | 95 | 99 | 5 | 103
O=C(Nc1ccccc1)NC1CCCCC1 | / | 96 | 99 | 99 | 1 | 1 | -1 | 98 | 97 | 10 | 106
Cc1cccc2cc(COC(=O)c3ccccn3)c(=O)[nH]c12 | / | 92 | 96 | 98 | 5 | -3 | -27 | 97 | 98 | 8 | 101
O=C(CSc1nncs1)Nc1ccc2c(c1)OCCO2 | -1 | 96 | 96 | 94 | 11 | 0 | 1 | 95 | 98 | 26 | 95
O=C(CSc1nnc(-c2cnccn2)n1Cc1ccco1)c1ccc(Cl)c(Cl)c1 | 3 | 100 | 100 | 95 | -15 | -1 | -19 | 95 | 95 | 37 | 100
Cc1cc(/C=N/n2cnnc2)c(C)n1-c1cccc(C(=O)O)c1 | / | 101 | 102 | 103 | 18 | -2 | 8 | 99 | 101 | 28 | 105
CCN1C(=O)/C(=C2/C=Cc3cc(C)ccc3N2CC)N(C)C1=S | 16 | 101 | 100 | 102 | 7 | -5 | -19 | 98 | 100 | 25 | 105
CC(NC(=O)CCNC(=O)c1ccccc1Cl)C1CC2CCC1C2 (centres undefined) | -11 | 98 | 97 | 96 | 33 | 4 | -3 | 97 | 97 | 15 | 98

A different layout for some results above.
O=C1CC(c2cccnc2)c2cc3c(cc2N1)OCCO3 (centres undefined)
  Pf gametocyte: /; Rab7 wt GTP bind: 97; HRas wt GTP: 98; Cdc42 wt GTP: 102; Mcl1-Noxa inh: -9; Bim-Mcl-1: 0; Mcl1 Bid PPI: -16; Rab2A wt mod: 99; Rac1 act GTP bind: 101; Avidin fluor: 6; Rac1 wt GTP bind: 103
O=C(OCC(=O)N1CCN(Cc2ccccc2)CC1)c1ccc(Cl)cc1
  Pf gametocyte: /; Rab7 wt GTP bind: 96; HRas wt GTP: 98; Cdc42 wt GTP: 100; Mcl1-Noxa inh: 1; Bim-Mcl-1: -2; Mcl1 Bid PPI: -9; Rab2A wt mod: 98; Rac1 act GTP bind: 94; Avidin fluor: 9; Rac1 wt GTP bind: 101

Bioassay records deposited in PubChem by several laboratories.
